# Compound activity (PubChem)
# CHT PAM: human CHT allosteric activation. AID 488977. CHT-expressing cells, membrane potential dye, choline EC20; active compounds read high; LV-AA mutant CHT in HEK293 cells. Q9GZV3. 310,000 compounds, 0.49% hits. B-score at 10 µM;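 active = initial fluorescence not abnormally high and integrated response B-score, plate-corrected, over 3 SD above library mean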
# Target sequence (Q9GZV3 whole entry, looked up): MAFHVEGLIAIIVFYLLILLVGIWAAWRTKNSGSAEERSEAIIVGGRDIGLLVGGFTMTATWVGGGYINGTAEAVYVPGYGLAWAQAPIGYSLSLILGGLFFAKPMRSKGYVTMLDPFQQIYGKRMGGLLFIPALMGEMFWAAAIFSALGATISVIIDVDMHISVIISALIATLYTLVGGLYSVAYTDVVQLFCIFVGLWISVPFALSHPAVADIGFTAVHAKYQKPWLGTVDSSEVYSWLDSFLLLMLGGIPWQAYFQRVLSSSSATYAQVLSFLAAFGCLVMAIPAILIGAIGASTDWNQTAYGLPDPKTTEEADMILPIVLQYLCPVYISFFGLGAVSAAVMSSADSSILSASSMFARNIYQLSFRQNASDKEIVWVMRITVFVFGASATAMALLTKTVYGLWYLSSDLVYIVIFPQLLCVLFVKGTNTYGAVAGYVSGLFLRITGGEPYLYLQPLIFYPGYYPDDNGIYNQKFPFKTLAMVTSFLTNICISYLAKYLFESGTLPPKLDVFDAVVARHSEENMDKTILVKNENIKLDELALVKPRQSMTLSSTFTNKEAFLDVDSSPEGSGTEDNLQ
# CHT inh: inhibits the human high affinity choline transporter; Q9GZV3; CHT-expressing cells, membrane potential dye, choline response; active compounds read low; B-score at 10 µM; 310,000 compounds, 0.86% hits; AID 488975;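 active = B-score over 3 SD under the library average, and starting fluorescence ratio not unusually high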;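 also: choline stimulus applied at its EC90 after an EC20 pre-addition; B-score computed on integrated fluorescence ratio after choline addition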
# The depositor's hits bear a star; i = inactive. This is a random part of the collection. About 1.4% of those tested had a hit in this group.
# The opening four compounds, to show the layout:
SMILES,CHT PAM,CHT inh
CCOc1ccc(CC(=O)N/N=C(\C)c2cccnc2)cc1OCC,i,i
CSc1nnc(-c2ccc(S(=O)(=O)N3CCCC3)cc2)n1C,i,i
Cc1ccc(NC(=O)CSCC(=O)N2CCCc3ccccc32)cc1,i,i
CCC(C)Sc1cccc(-c2nc3ccc(Cl)cn3c2NCc2ccccc2)c1 (stereo not given),i,i

# This part in full, repeating the preview:
SMILES,CHT PAM,CHT inh
CCOc1ccc(CC(=O)N/N=C(\C)c2cccnc2)cc1OCC,i,i
CSc1nnc(-c2ccc(S(=O)(=O)N3CCCC3)cc2)n1C,i,i
Cc1ccc(NC(=O)CSCC(=O)N2CCCc3ccccc32)cc1,i,i
CCC(C)Sc1cccc(-c2nc3ccc(Cl)cn3c2NCc2ccccc2)c1 (stereo not given),i,i
CCNC(=O)CC1C(=O)N(c2ccc(F)cc2)C(=O)N1Cc1cccs1 (stereo not given),i,i
COC(=O)Cc1ccc(OC(=O)CCS(=O)(=O)c2ccc(Cl)cc2)cc1,i,i
CCCNCc1cc(OC)c(OCc2ccccc2)cc1Br,i,i
COc1nc(N2CCCCCC2)nc(N2CCCCCC2)n1,i,i
O=C(CNC(=O)c1ccc(Br)o1)Nc1ncccc1O,i,i
Cc1cc(C(=O)N2CCN(c3ccc([N+](=O)[O-])cc3)CC2)no1,i,i
COCCC1CCCCN1C(=O)c1cc(COc2ccc(C)nc2)on1 (stereo not given),i,i
CCCSc1nc2cc(S(=O)(=O)N3CCOCC3)ccc2n1CC,i,i
CC(=O)Nc1ccc(/C(C)=N/NC(=O)C2CC2c2ccccc2)cc1 (stereo not given),i,i
Cc1ccccc1OCc1nc(-c2ccc(NC(=O)c3cccs3)cc2)no1,i,i
COc1ccccc1NC(=O)c1sc(Cl)nc1C,i,i
O=C(NC1CCCCC1)N(CCO)Cc1cc2cc3c(cc2[nH]c1=O)OCCO3,i,i
CCOc1ccc(NC(=O)CN2CC(c3ccccc3)CC2=O)cc1 (stereo not given),i,i
O=c1c2ccccc2cnn1Cc1nnc(-c2cccs2)o1,i,i
CCOc1ccc(NC(=O)CSCc2cnn(-c3ccccc3)c2-n2cccc2)cc1,i,i
Cc1nc2ccc(S(=O)(=O)NC(CC(C)C)C(=O)O)cc2s1 (stereo not given),i,i

# A draw from above in order of length of the SMILES, low to high.
SMILES,CHT PAM,CHT inh
COc1ccccc1NC(=O)c1sc(Cl)nc1C,i,i
O=C(CNC(=O)c1ccc(Br)o1)Nc1ncccc1O,i,i
COCCC1CCCCN1C(=O)c1cc(COc2ccc(C)nc2)on1 (stereo not given),i,i
Cc1nc2ccc(S(=O)(=O)NC(CC(C)C)C(=O)O)cc2s1 (stereo not given),i,i
CCNC(=O)CC1C(=O)N(c2ccc(F)cc2)C(=O)N1Cc1cccs1 (stereo not given),i,i
COC(=O)Cc1ccc(OC(=O)CCS(=O)(=O)c2ccc(Cl)cc2)cc1,i,i

# Next section
SMILES,CHT PAM,CHT inh
Cc1cc(C)nc(SCC(=O)NNC(=O)c2ccccc2C)n1,i,i
CN(C(=O)c1cccc(Cl)c1)C1CCCN(Cc2ccccc2F)C1 (stereo not given),i,i
CCS(=O)(=O)n1c(Cc2cccs2)nc2ccccc21,i,i
Cc1ccccc1C1=N/C(=C/c2cccnc2)C(=O)O1,i,i
O=C(N/N=C/c1c(Cl)cccc1Cl)c1cccc(F)c1,i,i
CC(=O)N(/N=C/c1cccc(C)c1)c1nc(-c2ccc(Br)cc2)cs1,i,i
Cc1ccc(Cn2c(-n3nc(C)cc3C)nc3c2c(=O)[nH]c(=O)n3C)cc1,i,i
Cc1ccc(C(=O)NNC(=O)CSc2nnc3c(n2)[nH]c2ccc(F)cc23)cc1,i,i
O=C1CNC(=S)N1CCCc1ccccc1,i,i
O=C1NC(=O)/C(=C\c2ccc(Br)o2)S1,i,-5.7*
O=C(NC(=S)Nc1ccccc1Br)c1ccc2c(c1)OCO2,i,i
O=C(NC(=S)Nc1cccc2cc(O)ccc12)c1ccco1,i,i
COc1ccccc1/C=C(/C(=O)NCCCn1ccnc1)c1ccccc1,i,i
O=c1cc(-c2ccccc2)nc2nc(COc3ccccc3)[nH]n12,i,i
Fc1ccccc1OCCSc1nc2ccccc2o1,i,i
COc1ccc(C(=O)CCC(=O)O)cc1,i,i
C[C@]12CC[C@@H]3c4ccc(OC(=O)c5ccccc5)cc4CC[C@H]3[C@@H]1CC[C@@H]2O,i,i
NS(=O)(=O)c1ccc(N/N=C/c2cn(-c3ccccc3)nc2-c2cccs2)c([N+](=O)[O-])c1,i,i
COc1cccc(OC)c1CNC(=O)CCSCc1ccccc1F,i,i
CN(C)Cc1ccccc1COc1ccccc1,i,i

# Some of the entries above, set out differently:
mol: O=C(NC(=S)Nc1ccccc1Br)c1ccc2c(c1)OCO2
  CHT PAM: i
  CHT inh: i
mol: O=C(NC(=S)Nc1cccc2cc(O)ccc12)c1ccco1
  CHT PAM: i
  CHT inh: i
mol: COc1ccccc1/C=C(/C(=O)NCCCn1ccnc1)c1ccccc1
  CHT PAM: i
  CHT inh: i
mol: O=c1cc(-c2ccccc2)nc2nc(COc3ccccc3)[nH]n12
  CHT PAM: i
  CHT inh: i

# Following part:
SMILES,CHT PAM,CHT inh
Cc1ccc2nc(NC(=O)CSCc3ccccc3)sc2c1,i,i
COc1cc(OC)cc(C(=O)NCC(=O)Nc2ccc(-c3ccccc3)cc2)c1,i,i
CC(NC(=O)CN1C(=O)c2ccccc2C1=O)c1ccccc1 (stereo not given),i,i
Cc1nnc(Sc2cc(C(=O)NCCCOC(C)C)c3ccccc3n2)s1,i,i
CN1CCN(NC(=S)NC2CCCC2)CC1,i,i
O=C(O)CCC1=C2c3ccccc3CCN2C(=O)CC1,i,i
CSCCC(NS(=O)(=O)c1cccc(C(F)(F)F)c1)C(=O)N(C)CCOc1ccc(Cl)cc1 (stereo not given),i,i
C/C(=N/NC(=O)c1cc(-c2ccc(Br)s2)[nH]n1)c1ccco1,i,i
CCOC(=O)c1cc(CN2CCOCC2)oc1-c1ccccc1,i,i
Cc1ccc(S(=O)(=O)N2CCN(C(=O)CCCOc3ccc(Cl)cc3C)CC2)cc1,i,i
CC(C)C(NC(=O)COc1ccc2ccccc2c1)C(=O)N/N=C/C=C/c1ccccc1 (stereo not given),i,i
O=S(=O)(Cc1ccccc1)N1CCN(Cc2ccc3c(c2)OCO3)CC1,i,i
Clc1ccc2noc(-c3ccccc3)c2c1,i,i
O=C(Nc1nc(-c2nc3ccccc3s2)cs1)C1CC1,i,i
CCn1c(=O)cc(SCC(=O)Nc2ccc3c(c2)OCCO3)c2ccccc21,i,i
O=S(=O)(Nc1ccc(-c2nnc(SCc3ccc(Cl)cc3)o2)cc1)c1ccccc1,i,i
Cc1cccc(C)c1NC(=O)NNC(=O)c1cc(C(C)(C)C)nn1Cc1ccccc1,i,i
Cc1cc(C)c(C)c(S(=O)(=O)NCc2ccc(C(=O)NCC3CCCO3)cc2)c1C (stereo not given),i,i
C=CCOC(=O)C1=C[C@@H](c2csc3ccccc23)C[C@@H](OCCCCO)O1,i,i
O=C(CN1C(=O)/C(=C/c2ccccc2F)Oc2ccccc21)N1CCN(c2ccccn2)CC1,i,i
CC(C)[C@H](NC(=O)c1ccco1)C(=O)OCC(=O)Nc1cccc(F)c1,i,i
Cc1ccc(C(=O)NCCC2=CCCCC2)cc1S(=O)(=O)N1CCCCC1,i,i
NC(=O)N/N=C/c1c(Sc2nnnn2-c2ccccc2)nc2ccccn2c1=O,i,i
CN1CCCC1=Nc1c2c(nc3ccccc13)N(C)CC2,8.9*,i
O=C(/C=C\c1ccco1)Nc1cc([N+](=O)[O-])ccc1F,i,i
COc1ccc(OC)c(C2c3c(oc4ccccc4c3=O)C(=O)N2CCCN(C)C)c1 (stereo not given),i,i
COc1cc(C(C)=O)ccc1OCC(=O)N(CCC1=CCCCC1)c1c(N)n(Cc2ccccc2)c(=O)[nH]c1=O,i,i
Cc1ccc(C2C3=C(CC(C)(C)CC3=O)Nc3onc(C)c32)cc1 (stereo not given),i,i
NC(=O)C1(c2ccccc2)OC1c1ccccc1 (stereo not given),i,i
COc1ccccc1NC(=O)COC(=O)c1ccc2c(c1)nc(C)n2-c1ccccc1,i,i
Cc1ccc(SCc2nc(-c3cccnc3)no2)cc1,i,i
COc1ccc(Cl)cc1S(=O)(=O)N(C)CC(=O)NCc1ccccn1,i,i
Cc1ccc(S(=O)(=O)N2CCN(C(=O)CCC(=O)NCc3ccc(F)cc3)CC2)cc1,i,i
CCOC(=O)N1CCN(C(=O)c2cc3c(=O)n4ccccc4nc3s2)CC1,i,i
CCOC(=O)C1(Cc2ccccc2C)CCCN(C(=O)c2ccc3nccnc3c2)C1 (stereo not given),i,i
NS(=O)(=O)c1ccc(NC(=S)NC(=O)C2CCCCC2)cc1,i,i
Cc1ccc(OC(C)C(=O)N/N=C/c2ccccn2)cc1 (stereo not given),i,i
CC(C)(C)n1nnnc1C(c1cccs1)N(Cc1ccc(Cl)cc1)CC1CCCO1 (stereo not given),i,i
CCN(CC(=O)NC1CCCCC1)S(=O)(=O)c1ccc(Cl)cc1,i,i
Cc1cc(C)c(CSc2ncc(-c3ccc([N+](=O)[O-])cc3)[nH]2)c(C)c1,i,i
Cc1cccc(C(=O)Nc2ccc(N3CCN(c4ccc(C(F)(F)F)cn4)CC3)nc2)c1,i,i
COc1cc(NC(=O)C2CCN(S(=O)(=O)c3ccc4c(c3)CC(C)N4C(C)=O)CC2)cc(OC)c1OC (stereo not given),i,i
Cc1ccc(-c2cc(C(=O)Nc3cc(C)on3)no2)cc1,i,i
O=C(Nc1nc2ccccc2[nH]1)c1cccc(F)c1,i,i
Cc1ccc2nc(Cl)c3cc(C(=O)N(CCN(C)C)Cc4ccco4)sc3c2c1,i,i
CCn1c(SCC(=O)NCC(=O)Nc2ccc(F)cc2)nnc1-c1cccs1,i,-6*
Cc1ccc(CC(=O)N2CCN(c3ccccn3)CC2)cc1,i,i
Cc1ccc(C)c(S(=O)(=O)N2CCCCC2CCNC(=O)C(=O)NCCc2ccco2)c1 (stereo not given),i,i
CCN(CC(=O)Nc1c(F)cccc1F)C(=O)/C=C/c1ccc(C)o1,i,i
CCCNC(=O)c1onc(CSc2cccc(OC)c2)c1C(=O)NCCC,i,i
COc1ccc(NC(=O)COn2nnc3ccc(Cl)cc32)cc1OC,i,i
O=C(CCc1ccccc1)NNC(=O)Nc1ccccc1,i,i
COCCN1C(=O)C(O)=C(C(C)=O)C1c1ccc(F)cc1 (stereo not given),i,i
CCOc1ccc(N2CC(C(=O)Nc3ccc(N4CCOCC4)cc3)CC2=O)cc1 (stereo not given),i,i
O=C(CCN1CCN(c2ccc(F)cc2)CC1)Nc1ccc(F)cc1,i,i
Cc1ccc(NC(=S)N2CCC(NC(=O)c3cccc(F)c3)CC2)cc1,i,i
Cc1cc(C(N)=O)nn1-c1c(Cl)cc(Cl)cc1Cl,i,i
O=C(OCCN1CCOCC1)c1ccc(Cl)cc1Cl,i,i
O=C(O)c1nn(Cc2csc(-c3ccccc3)n2)c(=O)c2ccccc12,i,i
CCn1nc(C(=O)OCC(=O)N2CCc3ccccc32)c2ccccc2c1=O,i,i
# Further compounds.
SMILES,CHT PAM,CHT inh
CC1CC(=O)c2cnc(N)nc2C1 (stereo not given),i,i
CN(C(=O)COc1cccc(Br)c1)C1CCS(=O)(=O)C1 (stereo not given),i,i
C/C(=N/Nc1ccnc2cc(Cl)ccc12)c1ccc(N)cc1,i,i
Cn1nnnc1SCC(=O)N1CCN(S(=O)(=O)c2ccc(Cl)cc2)CC1,i,i
O=C(CSc1ccc(-c2ccncc2)nn1)c1ccc(Cl)cc1,i,i
CCN(CC)CCCN(C(=O)c1ccc(OC)cc1)c1nc(-c2ccc(OC)cc2)cs1,i,-5.4*
O=C(COc1ccccc1)N(Cc1cc2ccccc2[nH]c1=O)CC1CCCO1 (stereo not given),i,i
COCCNC(=O)[C@@]1(Cc2ccccc2)C=C[C@@H](C)N1C(C)=O,i,i
O=C(NCCOc1ccccc1Cl)C(=O)Nc1ccccc1,i,i
O=C(Nc1cccc(S(=O)(=O)N2CCCCC2)c1)C1CC(=O)N(Cc2ccco2)C1 (stereo not given),i,i
CCOC(=O)C1=NN(c2cccc(C)c2)C2(S1)SC(C(C)=O)=C(C)N2c1ccccc1 (stereo not given),i,i
CCC(C)NC(=O)c1cc(C)no1 (stereo not given),i,i
COc1cc(CNCc2ccncc2)cc(OC)c1OC,i,i
COc1ccc(S(=O)(=O)N2CCCC(C(=O)NCc3ccco3)C2)cc1Cl (stereo not given),i,i
CCC(C)NC(=O)c1cc(Sc2nnc(C)s2)nc2ccccc12 (stereo not given),i,i
O=C(OC(C(=O)c1c[nH]c2ccccc12)c1ccccc1)c1cnccn1 (stereo not given),i,i
O=C(Nc1nccs1)c1ncc(Cl)c(Cl)c1Cl,i,i
Cc1nc2c([N+](=O)[O-])c(C)c(C)cc2[nH]1,i,i
CCOc1ccc(S(=O)(=O)Nc2cccc(C(=O)N3CCN(c4ccc(OC)cc4)CC3)c2)cc1,i,i
C=C(C)COc1ccc(-c2n[nH]c(C)c2-c2ccc(OC)cc2)c(O)c1,i,i
CCOC(=O)C1=NN(C(=O)c2cccc(Br)c2)C(O)(C(C)(C)C)C1 (stereo not given),i,i
Cn1ccnc1SCc1cn2cc(Br)ccc2n1,i,i
Cc1ccc(C)c(N2CCN(CCCNC(=O)Cn3cc4c(n3)CCC(C)C4)CC2)c1 (stereo not given),i,i
O=C(/C=C/c1ccc(F)cc1)NCC1(c2ccccc2)CCOCC1,i,i
O=C(CSc1nc2ccccc2nc1N1CCCCC1)Nc1ccc(F)cc1,i,i
O=C(Nc1ccccc1C(=O)NCCc1ccccc1)c1ccco1,i,i
Cc1coc2cc3oc(=O)c(CCC(=O)N4C[C@H]5C[C@@H](C4)c4cccc(=O)n4C5)c(C)c3cc12,i,i
COc1cccc(-n2cc(CNC(=O)C3CCC(=O)N(C4CC4)C3)cn2)c1 (stereo not given),i,i
